# Source: PubChem BioAssay (National Center for Advancing Translational Sciences (NCATS))
# TGFb inhibitor: TGF-b pathway inhibition; HepG2 CAGA-GFP TGF-b/SMAD3 reporter, GFP fluorescence, 18 h; TGF-beta stimulated, 500 pg/mL final; 1.2% of 410,000 active; Potency, µM (titrated, usually from 46.1 µM), without a hit: top-dose activity, negative = inhibition, usual class: inhibitors; also: potency is read from the fitted curve at half-maximal effect; % is scaled to controls: 0 for no effect and ±100 for the full control effect; nearly all actives have a fitted effect of over 65% in size
#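 Cell-based qHTS in HEPG2 carrying a CAGA-GFP Smad reporter; compounds added before 500 pg/mL final TGF-beta, 18 h incubation at 37 degrees C, GFP fluorescence quantified per cell by imaging cytometry.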
# Akt phos inh: blocks phosphorylation of Akt; Neuro2A IGF-stimulated pAkt S473 HTRF, 20 min; active compounds read low; activity change, % for hits at 50 µM; 0.32% of 360,000 active; AID 651550; in the data active = activity change below about -80%; inconclusive = mostly about -51% to -80%; also: % is scaled to controls: 0 for no effect and ±100 for the full control effect
#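 Neuro2A cells in DMEM with 0.5% FBS, overnight at 37 deg C, given compound at single 50 µM final, then IGF (6 nM final) for 20 min at 37 deg C. Lysed; phospho-Akt Ser473 by HTRF after 24 h, 665/615 ratio.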
# Nrf2 ARE act: activates Nrf2 signaling. AREc32 ARE-luciferase reporter (MCF7-derived line), luminescence, 24 h. Potency, µM (series often up to 46.1 µM), inactives show at the top dose activation, hits mostly activators. 0.31% of 410,000 active; also: potency is read from the fitted curve at half-maximal effect; % of control where 0% means no effect; nearly all actives have a fitted effect of over 65% in size
#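 AREc32 cells carrying an ARE-driven firefly luciferase reporter were seeded at 1000 cells/well in OPTI-MEM with 5% FBS, then exposed to compound for 24 hr at 37 deg C. Luminescence was read with Steady-Glo after 30 min at RT.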
# Mm-Cpn inhibitor: M. maripaludis TRiC chaperonin inhibition. purified Mm-Cpn ATPase, ADP Transcreener TR-FRET. Potency, µM (doses to about 76.9 µM), for the others: top-dose activity, negative = inhibition, hits mostly inhibitors. 0.031% of 330,000 active; also: potency is read from the fitted curve at half-maximal effect; % is scaled to controls: 0 for no effect and ±100 for the full control effect; nearly all actives have a fitted effect of over 80% in size
#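 Quantitative HTS used 25 nM Mm-CPN and 10 uM ATP in magnesium/KCl Tris buffer, pH 7.4, with 1 mM DTT. Hydrolysis ran 30 min at 37°C; ADP was read by HTRF.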
# CCT modulator: modulators of cytosolic chaperonin (CCT/TRiC) activity. 0.3% of 360,000 active. AID 651819. purified chaperonin ATPase assay, HTRF ADP detection, 30 min. activity change, % (test concentration not listed), hits read low; in the data active = activity change below about -30%; also: % is scaled to controls: 0 for no effect and ±100 for the full control effect
#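 TRiC (40 or 20 nM final, by batch activity) in 30 mM Tris pH 7.4, 100 mM KCl, 5 mM MgCl2, 1 mM DTT was treated with compound at 76 uM single dose, then 10 uM ATP, 30 min at 37 °C. ADP was read by HTRF Transcreener.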
# Nrf2 block: blocks Nrf2 signaling. 2.1% of 360,000 active. A549 ARE-Fluc reporter, luciferase luminescence, 18-24 h. Potency, µM (titrated, usually from 46 µM), without a hit: top-dose activity change, negative = inhibition, actives largely listed as inhibitors; also: potency is read from the fitted curve at half-maximal effect; % is scaled to controls: 0 for no effect and ±100 for the full control effect; nearly all actives have a fitted effect of over 60% in size
#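 Quantitative HTS in A549 cells stably bearing an antioxidant response element-firefly luciferase construct. Inhibition of Nrf2-driven transcription was scored by luminescence after 18-24 h of compound exposure at 37 °C.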
# A549 viability: kills or reduces viability of A549 cells in Nrf2 counter-screen; Potency, µM (top dose mostly 46 µM), for inactives: top-dose activity change, negative = cytotoxicity, hits mostly inhibitors; AID 504648; 0.16% of 390,000 active; A549 ARE-Fluc cells, CellTiter-Fluor viability, 18-24 h; also: potency is read from the fitted curve at half-maximal effect; % is scaled to controls: 0 for no effect and ±100 for the full control effect
#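 A549 ARE_Fluc cells in 5% FBS OPTI-MEM were exposed to compounds in concentration-response for 18-24 h at 37 deg C. Viability was read by CellTiter-Fluor fluorescence (Ex 405/Em 525) after 30 min, before the luciferase read.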
# EPAC2 antag: blocks human EPAC2 exchange factor | EPAC2 GEF exchange of Rap1B-BODIPY-GDP, fluorescence | 0.18% of 360,000 active | Potency, µM (series often up to 114 µM), without a hit: top-dose activity, negative = inhibition, most hits filed as inhibitors; also: potency is read from the fitted curve at half-maximal effect; % is scaled to controls: 0 for no effect and ±100 for the full control effect; nearly all actives have a fitted effect of over 45% in size; many of its hits are not listed in these tables
# Target sequence (Q8WZA2 whole entry, looked up): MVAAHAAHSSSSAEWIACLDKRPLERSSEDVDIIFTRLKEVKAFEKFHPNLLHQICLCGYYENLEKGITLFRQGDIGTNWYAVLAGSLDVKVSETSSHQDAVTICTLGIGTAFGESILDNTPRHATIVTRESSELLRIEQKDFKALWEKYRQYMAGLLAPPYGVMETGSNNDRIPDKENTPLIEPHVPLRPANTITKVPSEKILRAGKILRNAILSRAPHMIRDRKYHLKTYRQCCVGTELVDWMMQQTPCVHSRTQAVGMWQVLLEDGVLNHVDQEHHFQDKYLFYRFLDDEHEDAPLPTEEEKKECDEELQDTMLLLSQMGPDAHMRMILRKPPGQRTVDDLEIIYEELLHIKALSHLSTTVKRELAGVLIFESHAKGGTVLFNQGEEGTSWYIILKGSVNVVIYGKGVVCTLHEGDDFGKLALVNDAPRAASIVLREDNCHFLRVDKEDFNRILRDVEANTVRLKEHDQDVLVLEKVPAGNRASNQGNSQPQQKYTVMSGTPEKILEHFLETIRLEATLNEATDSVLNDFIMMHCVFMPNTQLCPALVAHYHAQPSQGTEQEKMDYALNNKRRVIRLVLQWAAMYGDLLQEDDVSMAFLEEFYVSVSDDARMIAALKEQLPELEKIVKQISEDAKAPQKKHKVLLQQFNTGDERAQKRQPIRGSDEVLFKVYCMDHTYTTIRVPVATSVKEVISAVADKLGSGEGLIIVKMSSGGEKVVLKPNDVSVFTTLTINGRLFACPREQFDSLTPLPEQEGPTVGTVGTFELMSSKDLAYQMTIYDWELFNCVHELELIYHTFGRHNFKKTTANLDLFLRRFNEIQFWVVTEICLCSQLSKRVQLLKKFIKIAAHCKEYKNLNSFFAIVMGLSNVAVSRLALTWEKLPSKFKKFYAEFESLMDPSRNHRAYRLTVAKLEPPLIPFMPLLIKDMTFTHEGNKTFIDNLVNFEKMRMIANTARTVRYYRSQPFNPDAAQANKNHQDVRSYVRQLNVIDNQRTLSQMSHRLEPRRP
# EPAC2 agonist: EPAC2 (human) agonism; Q8WZA2; EPAC2 activation, biochemical qHTS; response scale: 100% = 6.5 mM cAMP response; Potency, µM (doses to about 154 µM), inactives show top-dose activation, hits mostly activators; 0.079% of 360,000 active; AID 720711; also: potency is read from the fitted curve at half-maximal effect; nearly all actives have a fitted effect of over 50% in size
#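 qHTS, titration series. 100 nM EPAC2 / 250 nM Rap1B-BODIPY-GDP / 50 uM GDP; RT; ex 480/em 540 nm, 5-min reads to 30 min. Norm. to 6.5 mM cAMP = activation.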
# Starred values were filed as active, the others as inactive; i = inactive; u = inconclusive; x = not tested or not shown; [ ] = dose if it differs, or a comment. Unless noted, calls follow the shape of the dose curve; as a rule, active = well fitted curve in the direction sought with a large enough effect; inconclusive = small, poorly fitted or top-dose-only effect, or another doubt; inactive = no such curve, though single readings can be large; an effect the other way counts as inactive or inconclusive. Some of the compounds tested. The share of hits here may be higher or lower than overall.
no.	SMILES	TGFb inhibitor	Akt phos inh	Nrf2 ARE act	Mm-Cpn inhibitor	CCT modulator
1	O=C(CSc1ncnc2c1nnn2Cc1ccccc1)NC1CCCC1	u	i	0.7%	u	-0.3
2	CC1CCN(Cc2nnnn2CCCC(=O)NCCc2cnn(C)c2)CC1	-5%	i	-0.3%	-1%	1.0
3	N#C/C(=C/c1ccc(Oc2ccc([N+](=O)[O-])cn2)cc1)C(=O)N1CCOCC1	-9%	i	5.9%	0%	-5.0
4	Oc1ccc(Br)cc1/C=N/n1c(C2CCCCC2)n[nH]c1=S	-1%	i	0.0%	3%	-1.1
5	Cc1ccc(C(=O)CCNc2cccc(Br)c2)o1	-5%	i	u	0%	-1.6
6	CCN1CCN(C(=O)c2ccc3c(c2)N(Cc2ccc(F)cc2)C(=O)c2ccccc2S3=O)CC1 (stereo not given)	1%	i	-0.3%	0%	0.3
7	CN(N)C(=S)NCc1ccccc1	-11%	i	0.3%	0%	-0.7
8	Cn1c(=O)cc(OCC(=O)NCc2ccc(F)cc2Cl)c2ccccc21	13%	x	0.0%	x	x
9	Cc1oc2c(CN(C)C)c(O)ccc2c(=O)c1-c1cscn1	34%[activator]	i	0.2%	-1%	-1.0
10	COc1ccc(C(=O)O)cc1S(=O)(=O)N1CCN(Cc2ccc3c(c2)OCO3)CC1	-2%	i	0.5%	-1%	-3.7

no.	Nrf2 block	A549 viability	EPAC2 antag	EPAC2 agonist
1	2%	4%	-7%	9%
2	11%	-4%	-2%	0%
3	26%	5%	5%	10%
4	6%	-4%	-12%	10%
5	6%	-3%	-8%	11%
6	-7%	-2%	10%	1%
7	u	-16%	22%	8%
8	-13%	3%	x	x
9	6%	2%	-2%	15%
10	-7%	-3%	-1%	2%

# An excerpt of these results, screen by screen:
1. O=C(CSc1ncnc2c1nnn2Cc1ccccc1)NC1CCCC1
2. CC1CCN(Cc2nnnn2CCCC(=O)NCCc2cnn(C)c2)CC1
3. N#C/C(=C/c1ccc(Oc2ccc([N+](=O)[O-])cn2)cc1)C(=O)N1CCOCC1
4. Oc1ccc(Br)cc1/C=N/n1c(C2CCCCC2)n[nH]c1=S
5. Cc1ccc(C(=O)CCNc2cccc(Br)c2)o1
6. CCN1CCN(C(=O)c2ccc3c(c2)N(Cc2ccc(F)cc2)C(=O)c2ccccc2S3=O)CC1 (stereo not given)
7. CN(N)C(=S)NCc1ccccc1
8. Cn1c(=O)cc(OCC(=O)NCc2ccc(F)cc2Cl)c2ccccc21
9. Cc1oc2c(CN(C)C)c(O)ccc2c(=O)c1-c1cscn1
10. COc1ccc(C(=O)O)cc1S(=O)(=O)N1CCN(Cc2ccc3c(c2)OCO3)CC1
Assay by compound	1	2	3	4	5	6	7	8	9	10
TGFb inhibitor	u	-5%	-9%	-1%	-5%	1%	-11%	13%	34%[activator]	-2%
Akt phos inh	i	i	i	i	i	i	i	x	i	i
Nrf2 ARE act	0.7%	-0.3%	5.9%	0.0%	u	-0.3%	0.3%	0.0%	0.2%	0.5%
Mm-Cpn inhibitor	u	-1%	0%	3%	0%	0%	0%	x	-1%	-1%
CCT modulator	-0.3	1.0	-5.0	-1.1	-1.6	0.3	-0.7	x	-1.0	-3.7
Nrf2 block	2%	11%	26%	6%	6%	-7%	u	-13%	6%	-7%
A549 viability	4%	-4%	5%	-4%	-3%	-2%	-16%	3%	2%	-3%
EPAC2 antag	-7%	-2%	5%	-12%	-8%	10%	22%	x	-2%	-1%
EPAC2 agonist	9%	0%	10%	10%	11%	1%	8%	x	15%	2%

# Continued:
no.	SMILES	TGFb inhibitor	Akt phos inh	Nrf2 ARE act	Mm-Cpn inhibitor	CCT modulator
11	O=C(c1ccccc1)N1CCCCC(S(=O)(=O)c2ccc3ccccc3c2)C1=O (stereo not given)	u	i	-0.6%	2%	0.4
12	CCCC1=C(C(=O)OCC)C(c2ccco2)n2ncnc2N1 (stereo not given)	-2%	i	0.6%	-1%	-0.1
13	COc1ccc(-c2[nH]ncc2CN2CCC(OCc3ccccn3)CC2)c(F)c1	-4%	i	-0.9%	-3%	2.3
14	O=C1NC(=O)/C(=C/c2ccc(O)cc2)S1	12%	i	5.6%	-2%	-1.0
15	CCOc1ccccc1CN1CCN(Cc2nc3ccccc3s2)CC1CCO (stereo not given)	-7%	i	0.2%	-2%	-0.6
16	NS(=O)(=O)c1cccc(NC(=O)CN2CCN(S(=O)(=O)c3ccc4c(c3)OCCO4)CC2)c1	-1%	i	0.2%	0%	-2.8
17	CCCCOCCCNCc1cccn1CCN1CCOCC1	-2%	i	-0.1%	-2%	-1.1
18	O=c1cc(CSc2nnc(C3CC3)n2Cc2ccccc2)nc2sccn12	10%	i	0.1%	-2%	3.0
19	CCc1ccc(CNCc2c(C(=O)O)n(Cc3ccc(F)cc3Cl)c3cc(OC)ccc23)cc1	u	x	0.4%	x	x
20	CCOC(=O)c1ccc(CNS(=O)(=O)c2c(C)ccc3nsnc23)o1	u	i	0.4%	1%	-4.0

no.	Nrf2 block	A549 viability	EPAC2 antag	EPAC2 agonist
11	4%	0%[1.84 µM]	2%	6%
12	-34%	6%	u	3%
13	17%	11%	11%	2%
14	8%	1%	4%	-2%
15	11%	3%	-12%	3%
16	0%	1%	1%	5%
17	6%	-2%	-5%	4%
18	13%	-9%	3%	-1%
19	u	u	x	x
20	10%	-1%	-1%	5%

# Other results follow:
no.	SMILES	TGFb inhibitor	Akt phos inh	Nrf2 ARE act	Mm-Cpn inhibitor	CCT modulator
21	Cn1c(SCc2ccccc2)nnc1-c1ccc2c(c1)OCO2	u	i	2.1%	0%	1.6
22	C[C@H](O)[C@@H]1CN2CCc3c([nH]c4ccccc34)[C@@H]2C[C@@H]1N(C)C(=O)OCc1ccccc1	u	i	7.9%	x	0.4
23	CC1CN(C(=O)c2cccc(COc3ccc(Br)cc3)c2)CC(C)O1 (stereo not given)	-40%	i	7.0%	2%	1.1
24	CC(C)(C)NC(=O)/C=C/c1cccc(C(F)(F)F)c1	-15%	i	0.1%	2%	-1.0
25	CCOC(=O)c1c(C)[nH]c(C(=O)/C(C#N)=C/c2ccc(OC)c(OC)c2)c1C	-12%	i	0.1%	-3%	-1.2
26	COc1ccc(C2c3c(-c4c(C)cc(C)cc4O)n[nH]c3C(=O)N2Cc2ccco2)cc1 (stereo not given)	u	x	-2.9%	x	x
27	COc1cc(C2/C(=C(\O)c3ccc4c(c3)CC(C)O4)C(=O)C(=O)N2CCCn2ccnc2)cc(OC)c1OC (stereo not given)	0%	i	0.5%	0%	-0.1
28	Cc1ccc2cccc(OCC(=O)NCc3ccco3)c2n1	0%	i	11%	2%	-3.5
29	N/C(Cc1nc(-c2ccc(F)cc2)cs1)=N\O	9%	i	0.3%	0%	0.1
30	CCOC(=O)c1cnc2c(C(F)(F)F)cccc2c1NCCCN1CCOCC1	12%	i	-0.1%	-2%	-1.1

no.	Nrf2 block	A549 viability	EPAC2 antag	EPAC2 agonist
21	u	-8%	1%	-8%
22	x	x	-5%	21%
23	u	10%	0%	3%
24	-7%	-1%	-2%	19%
25	-6%	-8%	0%	14%
26	9%	-7%	x	x
27	6%	-3%	-6%	-8%
28	2%	x	-6%	2%
29	-11%	-7%	-12%	5%
30	-4%	-6%	-7%	-3%

# Going on with the list.
no.	SMILES	TGFb inhibitor	Akt phos inh	Nrf2 ARE act	Mm-Cpn inhibitor	CCT modulator
31	c1ccc(-c2csc(-c3ccc(-c4csnn4)cc3)n2)cc1	0%	i	2.8%	2%	0.1
32	O=S1(=O)CCOC[C@H](Cc2ccccc2)N1Cc1cccc(Cl)c1	u	i	-0.7%	x	-3.3
33	Cc1cccc(NC(=S)NNC(=O)c2csc3c2CCCC3)c1	u	i	0.5%	2%	2.9
34	CCCCN(C)CCNC(=O)C(=O)c1c(C)[nH]c2ccccc12	13%	i	-0.2%	-1%	0.3
35	O=C(NCc1ccc(F)cc1)c1cccc2c1C(=O)c1ccc(N3CCC(N4CCCCC4)CC3)cc1S2(=O)=O	12%	i	-0.7%	x	-1.3
36	CCc1cc2c(NCCC(=O)O)ncnc2s1	14%	i	-0.5%	1%	-1.1
37	CCOC(=O)NN1C(=O)c2ccccc2NC1c1ccc(OC)c(OC)c1 (stereo not given)	9%	i	-0.5%	-1%	-3.5

no.	Nrf2 block	A549 viability	EPAC2 antag	EPAC2 agonist
31	u	0%	-1%	1%
32	-18%	-1%	-10%	5%
33	u	-10%	2%	20%
34	25%	2%	-3%	0%
35	x	x	12%	12%
36	-16%	0%	-3%	3%
37	-21%	6%	5%	3%

# Sorted by SMILES length (rising): part of the list above
no.	SMILES	TGFb inhibitor	Akt phos inh	Nrf2 ARE act	Mm-Cpn inhibitor	CCT modulator
36	CCc1cc2c(NCCC(=O)O)ncnc2s1	14%	i	-0.5%	1%	-1.1
18	O=c1cc(CSc2nnc(C3CC3)n2Cc2ccccc2)nc2sccn12	10%	i	0.1%	-2%	3.0
30	CCOC(=O)c1cnc2c(C(F)(F)F)cccc2c1NCCCN1CCOCC1	12%	i	-0.1%	-2%	-1.1

no.	Nrf2 block	A549 viability	EPAC2 antag	EPAC2 agonist
36	-16%	0%	-3%	3%
18	13%	-9%	3%	-1%
30	-4%	-6%	-7%	-3%
